Screening data from PubChem BioAssay.
BRCT PPI green – BRCA1 BRCT-phosphoprotein interaction inhibition; P38398; BRCA1 BRCT-phosphopeptide binding, green fluorescence polarization; AID 875; 75,000 tested, 0.05% active; Potency, µM (doses to about 76.9 µM), for inactives: at the highest dose activity change, negative = inhibition, actives largely listed as inhibitors;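 note: potency is the fitted concentration of half-maximal effect; plate controls were peptide without protein for full effect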
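Fluorescence polarization: His-tagged BRCT (~35 kDa BRCA1 C-terminus, 250 nM) bound to 100 nM fluorescein-labeled phosphorylated 10-aa BACH1 peptide, pH 7.3 phosphate buffer with DTT and Tween 20. Compounds incubated 12 min at room temperature; inhibition read as lowered polarization.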
BRCT inh red – inhibitors of human BRCA1 BRCT-phosphoprotein interaction (red fluorophore); Potency, µM (highest dose often 76.9 µM), without a hit: at the highest dose activity change, negative = inhibition, hits mostly inhibitors; AID 892; P38398; 75,000 tested, 0.03% active; BRCT-phosphopeptide binding, red fluorescence polarization; note: % is set by controls: 0 for no effect and ±100 for the full control effect
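Rhodamine-labelled pBACH1 10-mer (100 nM) bound to BRCT domain (100 nM) at pH 7.3; compounds incubated 12 min room temperature, polarization read. Free peptide defines full inhibition; unlabelled decapeptide titrated as control.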
Casp1 inh – allosteric or competitive inhibitors of human caspase-1; Potency, µM (doses to about 57.5 µM), for inactives: top-dose activity change, negative = inhibition, actives largely listed as inhibitors; Caspase-1 enzyme, Ac-WEHD-AFC fluorogenic rate; P29466; 75,000 tested, 0.03% active; AID 900;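 note: potency is the fitted concentration of half-maximal effect; plate controls were vehicle for no effect and no substrate for full effect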
Fluorescein autfl – fluorescein region autofluorescence | AID 593 | 59,000 tested, 0.91% active | Compound autofluorescence, 480/540 nm, fluorescein-equivalent; stronger effect = higher value | max fluorescein-equivalent concentration, M; in the data active = max fluorescein-equivalent concentration above about 10 nM; inconclusive = between about 1.1 nM and that limit
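First, buffer (100 mM Tris, pH 8.0) dispensed; second, compounds and fluorescein standards pinned in; third, 15 min room-temperature incubation; finally, imaging at ex 480 nm/em 540 nm. Fluorescence normalized against the six-point fluorescein curve.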
USP2a inh – blocks human ubiquitin-specific protease USP2a | O75604 | USP2a enzymatic assay, qHTS inhibition | Potency, µM (top dose mostly 38.3 µM), without a hit: top-dose activity change, negative = inhibition, hits mostly inhibitors | 60,000 tested, 0.1% active;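 note: potency is the fitted concentration of half-maximal effect; nearly all actives have a fitted effect of over 60% in size; plate controls were DMSO for no effect and NEM full inhibition control for full effect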
Target sequence (O75604 whole entry, looked up): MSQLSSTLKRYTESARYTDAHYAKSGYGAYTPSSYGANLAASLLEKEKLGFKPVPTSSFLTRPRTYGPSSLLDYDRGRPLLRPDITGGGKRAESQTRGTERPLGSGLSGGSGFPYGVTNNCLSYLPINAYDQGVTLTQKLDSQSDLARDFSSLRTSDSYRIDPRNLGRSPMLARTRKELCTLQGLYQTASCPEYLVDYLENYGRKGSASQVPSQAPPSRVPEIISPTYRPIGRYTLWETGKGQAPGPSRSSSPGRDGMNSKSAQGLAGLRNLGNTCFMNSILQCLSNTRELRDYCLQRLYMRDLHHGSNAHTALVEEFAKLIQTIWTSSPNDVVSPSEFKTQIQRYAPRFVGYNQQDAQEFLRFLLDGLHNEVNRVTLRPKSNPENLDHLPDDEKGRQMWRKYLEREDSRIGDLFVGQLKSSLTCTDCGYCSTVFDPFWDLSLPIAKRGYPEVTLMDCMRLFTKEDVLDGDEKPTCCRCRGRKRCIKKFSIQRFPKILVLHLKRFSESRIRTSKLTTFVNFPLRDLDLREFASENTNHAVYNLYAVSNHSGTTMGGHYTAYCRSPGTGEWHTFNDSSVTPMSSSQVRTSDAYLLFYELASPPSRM
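USP2 core (20nM final) preincubated 30 min RT with compound, then Ub-PLA2 20nM and NBD C6-HPC 20uM final added; buffer 20mM Tris-HCl pH 8.0, 2mM CaCl2. Fluorescence Ex 460/Em 535 read at 0 and 2.5 h; normalized to NEM.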
Caspase-7 inhib – allosteric or competitive inhibitors of human caspase-7 | P55210 | recombinant caspase-7, Ac-DEVD-AFC fluorescence rate | Potency, µM (series often up to 57.5 µM), inactives show at the top dose activity change, negative = inhibition, hits mostly inhibitors | 75,000 tested, 0.02% active | AID 889; active = well fitted inhibition curve with a large enough effect in the main read-out, with a control signal flat, not every such curve was filed as active; inconclusive = small, poorly fitted or top-dose-only effect, or a change in a side signal; note: potency is the fitted concentration of half-maximal effect; % of control where 0% means no effect
Target sequence (P55210 24-198 limits assumed): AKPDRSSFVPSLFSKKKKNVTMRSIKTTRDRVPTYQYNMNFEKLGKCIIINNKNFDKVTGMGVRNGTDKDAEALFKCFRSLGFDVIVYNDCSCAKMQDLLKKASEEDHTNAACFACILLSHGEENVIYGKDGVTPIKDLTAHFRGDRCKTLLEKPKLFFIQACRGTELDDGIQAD
Target sequence (P55210 207-303 limits assumed): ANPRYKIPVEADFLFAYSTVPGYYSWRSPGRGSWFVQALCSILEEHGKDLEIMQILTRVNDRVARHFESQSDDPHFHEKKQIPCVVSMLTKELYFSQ
HEK293 cAMP cs – parental HEK293 cAMP activation (counter-screen) | parental HEK293 CNG cAMP sensor, membrane potential fluorescence | 73,000 tested, 2.5% active | AID 938 | Potency, µM (titrated, usually from 57.1 µM), for the others: at the top dose activation, hits mostly activators; note: potency is the fitted concentration of half-maximal effect; % of control where 0% means no effect; nearly all actives have a fitted effect of over 55% in size
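Counterscreen for endogenous-receptor signalling: CNG-channel HEK 293 cells report cAMP rise by membrane depolarization. After 60 min dye equilibration with 100 uM RO 20-1724, compounds incubated 30 min before bottom-read fluorescence at 590 nm.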
Texas Red fluor – compounds fluorescent in Texas Red spectral region; max dye-equivalent concentration, M; 59,000 tested, 0.06% active; Compound fluorescence, Texas Red channel, 547/618 nm; stronger effect = higher value; AID 587; in the data active = max dye-equivalent concentration above about 10 nM; inconclusive = between about 1.1 nM and that limit
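Pin-transferred compounds and Texas Red standards go into 100 mM Tris buffer, pH 8.0. After 15 min at room temperature, plates are imaged with 547/618 nm filters. Each value is a dye-equivalent concentration derived from the per-plate dye curve.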
A350 fluor – compound fluoresces in the Alexa 350 spectral region; max dye-equivalent concentration, M; Compound autofluorescence, 340/450 nm, Alexa 350 dye-equivalents; stronger effect = higher value; 59,000 tested, 11% active; in the data active = max dye-equivalent concentration above about 10 nM; inconclusive = mostly about 1.1 nM to 9.6 nM
Rhodamine autofl – rhodamine region autofluorescence. Rhodamine-region fluorescence, 547/598 nm, Tris buffer; stronger effect = higher value. max dye-equivalent concentration, M. 59,000 tested, 0.05% active; in the data active = max dye-equivalent concentration above about 11 nM; inconclusive = between about 1.1 nM and that limit
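qHTS spectral profiling of compounds without any target or enzyme present, in pH 8.0 Tris buffer; plates were read after a 15-minute room-temperature incubation using the rhodamine-region filter set.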
4MU fluor – compound fluoresces in the 4-MU spectral region; AID 589; compound autofluorescence, 340/450 nm, 4-MU equivalents; stronger effect = higher value; max dye-equivalent concentration, M; 59,000 tested, 11% active; in the data active = max dye-equivalent concentration above about 10 nM; inconclusive = mostly about 1.1 nM to 9.6 nM
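Compounds in 100 mM Tris, pH 8.0, incubated 15 min at room temperature, then fluorescence read at 340 nm excitation/450 nm emission. Signal converted to 4-MU dye-equivalent concentration using an on-plate six-point 4-MU standard curve.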
The depositor's hits bear a star; i = inactive; ? = inconclusive; . = no result given; & = joins results of further samples; [ ] = dose if it differs, or a comment. Unless noted, calls come from the whole dose curve; as a rule, active = well fitted curve in the direction sought with a large enough effect; inconclusive = small, poorly fitted or top-dose-only effect, or another doubt; inactive = no such curve, though single readings can be large; an effect the other way counts as inactive or inconclusive. A portion of the library; count on the stated rates, not on these rows.

Below each compound: BRCT PPI green, BRCT inh red, Casp1 inh, Fluorescein autfl, USP2a inh, Caspase-7 inhib, HEK293 cAMP cs, Texas Red fluor, A350 fluor, Rhodamine autofl, 4MU fluor
1	COc1cccc(NS(=O)(=O)c2ccc3[nH]cc(C(=O)NC4CC4)c(=O)c3c2)c1
  4.6%, -4.2%, -1%, i, 21%, -2%, -1%, i, i, i, i
2	COc1cc(C2=NOC(C(=O)N3CCN(c4ccc(F)cc4)CC3)C2)cc(OC)c1OC (stereo unspecified)
  0.0%, -0.4%, 1%, i, 12%, -1%, 17%, i, i, i, i
3	Nc1nncn1C(=O)c1cc(Br)ccc1Cl
  -2.9%, -0.3%, 2%, ?, -15%, -2%, 23%, ?, i, i, i
4	O=C1CS/C(=N\C(=O)N2c3ccccc3Sc3ccccc32)N1
  5.4%, 0.0%, -3%, ., 29%[7.66 µM], -3%, -5%[11.4 µM], ., ., ., .
5	Oc1ccc2ccccc2c1CN(Cc1c(O)ccc2ccccc12)C1CCCCC1
  0.5%[15.4 µM], -2.8%[15.4 µM], -1%[11.5 µM], i, ., -1%[11.5 µM], -1%[11.4 µM], i, 1.5e-08M*, i, 1.2e-08M*
6	COc1ccc2c(c1)OCC(Cc1ccc(OC)c(OC(C)=O)c1)C2=O (stereo unspecified)
  -1.8%[3.08 µM], 0.7%, 1%, ., -8%, -2%, ., ., ., ., .
7	Cc1ccccc1NC(=O)CSc1nnnn1C
  -0.3%, 1.8%, 0%, ?, -4%, 9%, 1%, i, i, i, i
8	CCCOc1ccc(Cn2c(O)cc(=O)[nH]c2=O)cc1
  ., ., ., ?, ., ., ., i, i, i, i
9	CCOC(=O)CN1CC23C=CC(O2)C(C(=O)NCCc2ccccc2)C3C1=O (stereo unspecified)
  -2.1%, -0.2%, -2%, ., ., -2%, -6%, ., ., ., .
10	CN(C(=O)c1ccc2c(c1)OCO2)C1(C(=O)NC2CCCC2)CCCCC1
  -2.2%, 1.0%, 0%, i, 10%, -3%, ?, i, i, i, i
11	NCCNC(=O)c1ccc(Cl)cc1
  -1.5%&-1.9%, 0.6%&2.5%, -2%&3%, ?, -2%, -1%&3%, ?, i, i, i, i
12	c1ccc(-c2ccc(N3CC[C@@]4(CCCNC4)C3)cc2)cc1
  0.5%, 0.7%, -1%, ?, 144%[activator], -1%, -6%, i, i, i, i
13	COc1ccc2[nH]cc(CCNc3cc(-c4ccc5c(c4)OCO5)ncn3)c2c1
  -4.0%, -2.3%, -3%, ?, ?, -2%, 4%, i, i, i, i
14	C#CCCCCCCCCCCCc1ccco1
  -1.7%, -0.9%, -2%, ., -20%, -2%, ., ., ., ., .
15	NCCOc1ccccc1-c1ccccc1
  -0.1%, 1.1%, 0%, i, ., 1%, 17%, i, i, i, i
16	CCCC1CC(c2csc(N)n2)CCO1 (stereo unspecified)
  -0.7%, 0.4%, 1%, ?, 2%, 0%, -11%, i, ?, i, ?
17	O=C(O)CC1(C(=O)O)CCCCC1
  -6.4%[15.4 µM], -0.3%[15.4 µM], -2%[11.5 µM], ?, ., -2%[11.5 µM], -2%[11.4 µM], i, i, i, i
18	CCOC(=O)Cc1csc(NC(=O)c2ccc(C)o2)n1
  -1.9%, -1.4%, 0%, i, -3%, -1%, 4%, ?, i, i, i
19	O=C(NCc1ccccn1)c1cn(Cc2ccccc2)nn1
  -2.2%, 1.2%, 1%, i, -5%, 2%, 2%, i, i, i, i
20	O=C1N(CC(=O)N2CCc3ccccc32)CCN1Cc1ccc(Cl)cc1
  -0.4%, -0.3%, -1%, i, 8%, -2%, 18%, i, i, i, i
21	COCCCn1c(=N)c(C(=O)NCc2ccc3c(c2)OCO3)cc2c(=O)n3ccccc3nc21
  -1.2%, 1.0%, -10%, ?, 22%, -16%, -74%[inhibitor], i, 1.4e-07M*, i, 1.3e-07M*
22	Cn1c(=O)[nH]c(=O)c2c1nc(Br)n2CCCSc1nc2ccccc2o1
  0.4%, -0.7%, -6%, i, 33%[activator], -2%, ?, i, i, i, i
23	CCC(=O)N1CCc2cc(Br)cc(S(=O)(=O)NCC3CCCN3CC)c21 (stereo unspecified)
  4.3%, 0.1%, 0%, i, 8%, 1%, 5%, i, i, i, i
24	CCCC1c2ccc(C)n2CCN1C(=O)Nc1ccccc1Cl (stereo unspecified)
  -0.2%, -0.2%, -14%, ., ., -20%, -1%, ., ., ., .
25	C1CCN=C(Nc2nc3c(s2)CCCC3)CC1
  -1.0%, -0.5%, 1%, i, -4%, -1%, 24%, i, i, i, i
26	CCCOc1cc(C)c(S(=O)(=O)NCCOC)cc1C
  1.1%, 0.1%, 1%, i, 8%, 0%, 18%, i, i, i, i
27	Cc1cc(NO)nc(-c2ccc(Br)cc2)n1
  -2.3%, 0.5%, 0%, ., -4%, 0%, -8%, ., ., ., .
28	CCOc1ccc(-c2[nH]nc3c2C(c2cccnc2)C(C#N)=C(N)O3)cc1 (stereo unspecified)
  -0.5%, -1.1%, -1%, i, 11%, -2%, ?, ?, ?, i, ?
29	CN1CCc2c(sc3c2c(=O)n(-c2ccccc2)c2nnc(SCc4ccc(F)cc4)n32)C1
  1.3%, -1.1%, -6%, ?, 39%[activator], -4%, 15%, i, 1e-08M*, i, ?
30	CCN(CC)CCOC(=O)C(Cc1cccc2ccccc12)CC1CCCO1 (stereo unspecified)
  0.4%[3.08 µM], -0.7%, 1%, ., -18%, 1%, ., ., ., ., .
31	c1ccc(CN2CCC3(CC2)SSC2(CCN(Cc4ccccc4)CC2)SS3)cc1
  -3.2%[15.4 µM], 0.8%[15.4 µM], 4%[11.5 µM], i, ., -1%[11.5 µM], -5%[11.4 µM], i, i, i, i
32	Cc1cccc2cc(COC(=O)c3ccco3)c(=O)[nH]c12
  -1.1%, -0.5%, 0%, i, 43%[activator], -3%, 1%, i, ?, i, ?
33	CCC(=O)Nc1cccc(-c2nc3ccccc3c(=O)o2)c1
  -1.0%, -11%, 2%, ?, 37%[activator], 0%, -8%, i, i, i, i
34	c1ccc(CCc2nn3c(Cn4nnc5ccccc54)nnc3s2)cc1
  1.8%, 0.6%, -3%, ?, 37%[activator], -4%, 11%, i, i, i, i
35	Cc1nc(SCC(=O)Nc2c(C)n(C)n(-c3ccccc3)c2=O)[nH]c(=O)c1Cc1ccccc1
  -0.8%, -0.7%, 1%, i, 9%, 0%, 7%, i, i, i, i
36	CS(=O)(=O)N(CC(=O)N1CCCCCC1)c1ccccc1
  -1.6%, -2.2%, -1%, i, -2%, -2%, 12%, i, i, i, i
37	Cc1nnc(N2C(=O)c3oc4ccccc4c(=O)c3C2c2ccco2)s1 (stereo unspecified)
  -0.8%, -0.1%, 3%, ., ., -5%, 7%, ., ., ., .
38	CCOC(=O)N1CCC(NC(=O)CCN2C(=O)C3C4C=CC(C4)C3C2=O)CC1 (stereo unspecified)
  0.6%, 1.0%, 1%, i, -2%, -1%, 13%[2.29 µM], i, i, i, i
39	O=C(Cn1nnc2ccccc2c1=O)NC1CCCc2ccccc21 (stereo unspecified)
  -4.3%, -2.8%, 1%, ?, 9%, 0%, 7%, i, ?, i, i
40	Cc1nnc2c(NC(C)C)nc3ccccc3n12
  ., ., ., i, ., ., ., i, i, i, i
41	COc1c(C)cc(Br)cc1C(=O)O
  -0.7%, -2.9%, -1%, i, -1%, -1%, ?, i, i, i, i
42	O=C(NCc1ccccn1)c1ccc(Br)s1
  -0.3%, 0.9%, 1%, i, -7%, 0%, 6%, i, i, i, i
43	CCOC(=O)c1cnc(SC2CC(=O)N(c3ccc(OC)c(OC)c3)C2=O)nc1N (stereo unspecified)
  0.4%, -0.8%, -1%, ?, 16%, -3%, 0%, i, ?, i, i
44	CCC(=O)N1CCc2cc(S(=O)(=O)NCCC(=O)NC3CCCc4ccccc43)ccc21 (stereo unspecified)
  1.1%, 0.5%, 1%, i, 27%, -2%, 8%, i, i, i, i
45	Cc1nc2cc(Cl)c(Cl)cc2nc1C
  -0.2%, -0.7%, -2%, i, 7%, -1%, 10%, i, i, i, i
46	Cc1ccccc1CN1CCN(CC(=O)NCc2ccccn2)C1=O
  -0.3%, 1.0%, 0%, ., ., -3%, ?, ., ., ., .
47	CC(C)CCn1nnnc1C(c1ccc(F)cc1)N1CCC(C(N)=O)CC1 (stereo unspecified)
  1.7%, 1.0%, -1%, i, 15%, 0%, 11%, i, i, i, i
48	COc1ccc(C(=O)CSc2nnc(COc3ccc(C#N)cc3)n2-c2ccccc2)cc1
  -0.8%, -0.5%, -2%, i, 10%, 0%, ?, i, i, i, i

Among those listed so far, three have two or more sulfur atoms:
Below each compound: BRCT PPI green, BRCT inh red, Casp1 inh, Fluorescein autfl, USP2a inh, Caspase-7 inhib, HEK293 cAMP cs, Texas Red fluor, A350 fluor, Rhodamine autofl, 4MU fluor
4	O=C1CS/C(=N\C(=O)N2c3ccccc3Sc3ccccc32)N1
  5.4%, 0.0%, -3%, ., 29%[7.66 µM], -3%, -5%[11.4 µM], ., ., ., .
29	CN1CCc2c(sc3c2c(=O)n(-c2ccccc2)c2nnc(SCc4ccc(F)cc4)n32)C1
  1.3%, -1.1%, -6%, ?, 39%[activator], -4%, 15%, i, 1e-08M*, i, ?
31	c1ccc(CN2CCC3(CC2)SSC2(CCN(Cc4ccccc4)CC2)SS3)cc1
  -3.2%[15.4 µM], 0.8%[15.4 µM], 4%[11.5 µM], i, ., -1%[11.5 µM], -5%[11.4 µM], i, i, i, i
